Gli-Sufu antag = antagonists of Gli-Sufu signaling. Sufu-KO-LIGHT fibroblasts, Gli luciferase reporter luminescence. AID 588413. 0.74% of 340,000 active. inhibition, % at 5 µM;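 active means inhibition above about 55%, limit read from the data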;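 further: 0% = DMSO-treated cells and 100% = wells with medium but no cells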
CCR6 antag = CCR6 (human) receptor antagonism | 0.49% of 340,000 active | inhibition, % at 20 µM | CHO-K1 CCR6 PathHunter beta-arrestin, luminescence, CCL20-stimulated | AID 493098 | P51684;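 active means compounds whose inhibition of the agonist-driven luminescence signal at 20 µM reaches about 50%, limit read from the data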;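 further: cells stimulated with CCL20 at 14 nM final; plate controls were DMSO with CCL20 for no effect and DMSO without agonist for full effect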
Target sequence (P51684 whole entry, looked up): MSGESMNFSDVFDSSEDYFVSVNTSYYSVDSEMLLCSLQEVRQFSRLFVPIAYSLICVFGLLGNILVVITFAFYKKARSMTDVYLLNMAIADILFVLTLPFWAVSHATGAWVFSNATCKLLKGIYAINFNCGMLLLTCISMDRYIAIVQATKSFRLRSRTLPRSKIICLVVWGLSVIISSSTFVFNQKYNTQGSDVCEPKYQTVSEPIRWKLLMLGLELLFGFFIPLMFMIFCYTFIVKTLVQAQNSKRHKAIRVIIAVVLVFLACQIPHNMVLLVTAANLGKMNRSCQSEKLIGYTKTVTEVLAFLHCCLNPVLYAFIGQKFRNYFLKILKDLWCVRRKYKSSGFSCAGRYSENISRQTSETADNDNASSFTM
APJ antag = blocks the human apelin receptor APJ; P35414; CHO-K1 APJ beta-arrestin complementation, luminescence; inhibition, % at 20 µM; 0.32% of 330,000 active; AID 2521;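 active means inhibition above about 40% at 20 µM, limit read from the data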;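 further: cells challenged with 10 nM apelin-13 agonist together with compound; plate controls were apelin-13 plus DMSO wells for no effect and DMSO wells lacking apelin-13 for full effect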
APJ agonist = agonists of human APJ apelin receptor; activation, % at 20 µM; AID 2520; 0.11% of 330,000 active; P35414; CHO-K1 APJ PathHunter beta-arrestin, luminescence; 0% DMSO wells, 100% apelin;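 active means activation more than six SD over the plate average, tested at 20 µM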;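 further: 0% = DMSO alone and 100% = apelin-13 at 10 nM; some results filed as inactive read as strong as hits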
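system = engineered CHO-K1 APJ arrestin reporter cells | input = 1000 cells per well | timing = overnight seeding, 90 min compound at 25 °C, 1 h detection | measured by = enzyme-fragment complementation luminescence | read-out = beta-arrestin recruitment to APJ as agonist activity, luminescent signal | control set = negative DMSO alone, positive Apelin-13 at 10 nM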
UBC13 polyUb = inhibitors of human UBC13 polyubiquitin chain formation. TR-FRET. 0.47% of 330,000 active. P61088. inhibition, % at 20 µM; in the data active means inhibition above about 45%, passing the limit was not always enough
Target sequence (P61088 whole entry, looked up): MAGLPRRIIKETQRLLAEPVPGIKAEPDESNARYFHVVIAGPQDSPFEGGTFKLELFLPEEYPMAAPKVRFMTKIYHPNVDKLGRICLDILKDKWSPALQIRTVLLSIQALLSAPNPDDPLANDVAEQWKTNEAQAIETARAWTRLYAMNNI
CXCR6 block = blocks human CXCR6 beta-arrestin recruitment; AID 602244; O00574; CHO-K1 PathHunter CXCR6 beta-arrestin, luminescence; inhibition, % at 20 µM; 0.36% of 360,000 active; in the data active means inhibition above about 34%, passing the limit was not always enough;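 further: antagonist mode with CXCL16 agonist at 10 nM final; 0% = 10 nM CXCL16 with DMSO and 100% = unstimulated wells without agonist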
EBI2 block = antagonists of human EBI2 receptor | inhibition, % at 5 µM | AID 651636 | 0.81% of 360,000 active | EBI2 beta-arrestin recruitment, luminescence, 7a,25-OHC stimulated; in the data active means inhibition above about 38%;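 further: enzyme fragment complementation signal reports receptor beta-arrestin coupling in cells; 0% = agonist plus DMSO wells and 100% = wells without agonist; some results beyond the cut were filed as inactive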
ATG4B inhibitor = ATG4B (human) cysteine protease inhibition. ATG4B cleavage of LC3-PLA2, NBD-HPC fluorescence, 1 h. inhibition, % at 8.33 µM. AID 504462. Q9Y4P1. 0.51% of 340,000 active; in the data active means inhibition above about 40%
Target sequence (Q9Y4P1 whole entry, looked up): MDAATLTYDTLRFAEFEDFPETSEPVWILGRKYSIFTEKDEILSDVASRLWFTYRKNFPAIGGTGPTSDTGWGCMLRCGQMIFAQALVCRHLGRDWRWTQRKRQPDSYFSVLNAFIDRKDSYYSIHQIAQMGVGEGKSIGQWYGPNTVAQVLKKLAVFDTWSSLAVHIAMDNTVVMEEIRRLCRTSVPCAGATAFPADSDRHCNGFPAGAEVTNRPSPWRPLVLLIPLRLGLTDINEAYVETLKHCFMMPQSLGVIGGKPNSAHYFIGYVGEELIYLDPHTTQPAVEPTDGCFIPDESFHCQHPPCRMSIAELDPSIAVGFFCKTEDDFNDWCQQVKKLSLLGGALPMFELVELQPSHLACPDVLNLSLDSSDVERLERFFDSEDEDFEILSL
Active calls of the source: *; x = not tested or not shown.

SMILES | Gli-Sufu antag | CCR6 antag | APJ antag | APJ agonist | UBC13 polyUb | CXCR6 block | EBI2 block | ATG4B inhibitor
O=c1cc(N2CCc3ccccc32)[nH]c(=O)n1-c1ccccc1 | 20 | 6 | 10 | -1 | -2 | 0 | -3 | -9
COc1ccc(C2CC(c3ccc(OC)cc3)n3nc(N)nc3N2)cc1 (centres undefined) | -5 | 5 | -50 | -2 | 4 | 4 | -3 | -1
Cc1ccc(C(=O)CCC(=O)NCc2ccc(Cl)cc2)cc1 | 0 | 13 | -1 | -4 | 1 | 5 | 2 | -13
CCCCC1CCC(c2ccc(C(N)=O)cc2)CC1 (centres undefined) | 2 | 0 | -1 | 0 | -3 | -8 | -7 | 15
CC1CCCCC1NC(=O)c1cc(S(=O)(=O)N2CCCCC2)ccc1N1CCOCC1 (centres undefined) | 3 | 6 | 8 | -1 | 8 | 1 | 12 | 3
O=C(NCCN1CCOCC1)c1ccccc1Cl | -8 | 7 | 14 | -2 | 5 | 5 | -11 | 1
CC(=O)c1ccc(NC(=O)C(C)N2CCN(C/C=C/c3ccccc3)CC2)cc1 (centres undefined) | 21 | 7 | 7 | -3 | 3 | 3 | 11 | -10
CCc1c(C)sc(NC(=O)c2cc(-c3ccc(O)cc3)on2)c1C#N | x | 8 | 3 | -1 | -17 | 10 | 0 | -8
COc1ccc(C2(O)CC3CCC(C2)N3c2nc(C)cc(C)c2C#N)cc1 (centres undefined) | 2 | 3 | 16 | -2 | 11 | 1 | -8 | 3
CCC(C)NC(=O)c1ccc2c(c1)S(=O)(=O)c1ccccc1C2=O (centres undefined) | -1 | -4 | -37 | 17 | 1 | -7 | -2 | -5
CN(c1ccccc1C(=O)Nc1cccc([N+](=O)[O-])c1)S(=O)(=O)c1ccccc1 | 7 | 20 | 11 | -3 | 3 | 9 | 1 | -5
COc1ccc(C(=O)Oc2ccc3c(c2)OCO3)cc1OC | 2 | 2 | 0 | -3 | 1 | 4 | 1 | -5
CCOc1ccc(-c2nonc2NC(=O)c2ccco2)cc1OCC | 0 | -15 | -29 | 8 | -8 | 2 | -11 | 0
O=C(O)c1ccc(N2CC3CC(C2)c2cccc(=O)n2C3)c(NS(=O)(=O)c2cccc(C(F)(F)F)c2)c1 (centres undefined) | 9 | 1 | 5 | -2 | 7 | -2 | 2 | 4
Nc1c(C(=O)NCc2ccco2)sc2nc3c(cc12)C(=O)CCC3 | 3 | -13 | -12 | 0 | -18 | -4 | -7 | 4
COc1ccccc1CN(CC(=O)NCC1CCCO1)C(=O)CNS(=O)(=O)c1ccc(C)cc1 (centres undefined) | -1 | -20 | 8 | 7 | -5 | -12 | -9 | -1
O=C(NCCNc1ccc([N+](=O)[O-])cc1)c1cc(F)c(F)cc1Cl | 10 | 15 | 10 | -1 | -2 | -2 | 22 | -2
Cc1cccc2sc(NC(=O)CSc3cn[nH]n3)nc12 | -36 | -10 | 25 | -3 | 4 | -1 | -20 | -9
Cc1ccc(C)c(S(=O)(=O)NCC(c2ccco2)N2CCc3ccccc3C2)c1 (centres undefined) | -2 | 18 | 3 | -6 | -4 | 8 | 12 | 0
CC(C)c1ccc(N=C2N=C(N)c3ccccc32)cc1 | -54 | 4 | 10 | -3 | 5 | 8 | -1 | 11
COCCN1Cc2cccc(C(=O)NC3CCCCCC3)c2C1=O | 4 | 7 | 2 | -2 | 10 | 6 | -4 | 4
O=C(COC(=O)C1CCN(S(=O)(=O)c2ccc3c(c2)OCCO3)CC1)Nc1ccccc1OC(F)F | -1 | 0 | -20 | -1 | 18 | -9 | -8 | 27
O=C(Nc1ccon1)C12CC3CC(C1)CC(n1cnc([N+](=O)[O-])n1)(C3)C2 | 1 | -5 | -2 | 2 | 8 | -3 | -11 | 2
Cc1ccccc1NC(=O)OCc1cn(-c2ccc(Cl)cc2)nn1 | 8 | 0 | -9 | -1 | 3 | -2 | -1 | -4
COC(=O)CCC(=O)Nc1ccccc1C(=O)Nc1ccccc1 | 6 | 9 | 22 | -2 | 0 | 5 | 7 | -8
The listing continues:
SMILES | Gli-Sufu antag | CCR6 antag | APJ antag | APJ agonist | UBC13 polyUb | CXCR6 block | EBI2 block | ATG4B inhibitor
O=C(OCC(=O)c1ccc[nH]1)C1=COCCO1 | -3 | -3 | 9 | -2 | 0 | 3 | -6 | 0
O=C(OCc1nc2scc(-c3ccccc3)c2c(=O)[nH]1)c1cc([N+](=O)[O-])ccc1Cl | -3 | 17 | -14 | -1 | 46* | -2 | 14 | -12
Cc1ccc(C(=O)O)cc1NC(=S)NC(=O)c1ccc([N+](=O)[O-])cc1Cl | -7 | 32 | 3 | -3 | -23 | 4 | 10 | -9
CCOC(=O)c1nn(-c2ccccc2)c2nc(-c3ccc(OC)cc3)c(C#N)c(=O)n12 | 4 | 14 | -8 | -4 | 12 | 11 | 10 | 1
NC(=O)COC(=O)CC12CC3CC(CC(Br)(C3)C1)C2 | 12 | 1 | 5 | -2 | 1 | -2 | 6 | 1
CN(C)c1ccc(/C=C(/NC(=O)c2ccccc2)C(=O)NCCCn2ccnc2)cc1 | -2 | 7 | 2 | -4 | -33 | 1 | -3 | 0
Cc1cc2cc(CCNC(=O)c3ccc(S(=O)(=O)N4CCCC4)cc3)c(=O)[nH]c2cc1C | 9 | -5 | -8 | 6 | -2 | 0 | 2 | -12
CCn1c(SCc2ccc(C#N)cc2)nnc1-c1ccc(S(=O)(=O)N2CCCCC2)cc1 | 8 | 10 | -4 | -4 | 6 | -19 | -5 | -11
CCC(CC)c1nnc(NC(=O)c2c(C)nn(Cc3ccccc3Cl)c2C)s1 | 2 | 0 | 13 | -1 | -3 | 6 | 1 | 22
CC1(C)CC(=O)C(C=NCC(N)=O)=C(O)C1 | 14 | -3 | 10 | -6 | -1 | 5 | -16 | 0
CN(C)/C=C/C(=O)c1ccc2noc(-c3ccc(F)cc3)c2c1 | 29 | -28 | -37 | 1 | -8 | -15 | -1 | 1
Cn1c(=N)n(CC(=O)O)c2ccccc21 | -2 | 18 | 8 | -1 | 0 | 2 | -5 | 6
O=C(Cc1ccc([N+](=O)[O-])cc1)Nc1ccc2c(c1)OCO2 | 1 | -21 | -16 | -1 | -1 | 9 | 3 | -4
CNC(=O)c1sc(-c2cccnc2)nc1C | 6 | -6 | -8 | 3 | 0 | -5 | -3 | -2
COc1ccc(CNC(=O)C2CC(c3cccc([N+](=O)[O-])c3)=NO2)cc1 (centres undefined) | -4 | -2 | 15 | -3 | -7 | -7 | -11 | -1
FC(F)(F)c1nnc2ccc(-n3ccnc3)nn12 | -2 | -8 | 18 | -3 | -3 | 0 | 4 | -6
OCC[C@@H]1C[C@@H](O)[C@H](O)[C@]2(CCc3ccccc3CO2)O1 | -6 | 5 | 7 | -1 | -6 | -2 | -19 | 8
COc1ccc(-c2ccc(-c3noc(-c4ccccc4F)n3)c(OC)n2)cc1 | -18 | -7 | x | x | x | 1 | 4 | 3
CC(=O)Nc1ccc(SCC(=O)c2cc(C)ccc2C)cc1 | 5 | -5 | 0 | 3 | 6 | -6 | 8 | -8
CC(C)CN(C(=O)COc1ccc(Br)cc1C=O)C1CCS(=O)(=O)C1 (centres undefined) | 6 | 16 | -5 | -7 | 2 | 11 | 4 | 45*
O=C1CC(NCc2ccncc2)C(=O)N1c1ccc(Cl)cc1 (centres undefined) | -25 | -17 | 11 | -2 | 4 | -6 | 2 | -7
COc1ccc(C(=O)Nc2cccc3c2C(=O)NC3=O)cc1S(=O)(=O)N1CCOCC1 | 11 | 2 | 8 | -3 | 24 | 1 | 6 | -2
COc1ccc(/C=N/n2cnc3c(sc(=S)n3-c3ccccc3)c2=O)cc1 | 16 | 13 | -7 | -5 | -7 | 2 | 51* | 1
COc1ccc(CN2CCN(c3ccccc3OC)CC2)c(OC)c1 | 16 | 8 | 9 | -2 | -3 | -2 | -1 | 4
CCOc1cccc(-c2c(C(=O)N/N=C/c3ccc(C)s3)nnn2-c2nonc2N)c1 | 35 | 19 | 9 | 1 | -11 | 0 | 7 | -2

Arranged by number of heavy atoms (rising): part of the list above
SMILES | Gli-Sufu antag | CCR6 antag | APJ antag | APJ agonist | UBC13 polyUb | CXCR6 block | EBI2 block | ATG4B inhibitor
COc1ccc(C(=O)Oc2ccc3c(c2)OCO3)cc1OC | 2 | 2 | 0 | -3 | 1 | 4 | 1 | -5
CCc1c(C)sc(NC(=O)c2cc(-c3ccc(O)cc3)on2)c1C#N | x | 8 | 3 | -1 | -17 | 10 | 0 | -8
O=C(Nc1ccon1)C12CC3CC(C1)CC(n1cnc([N+](=O)[O-])n1)(C3)C2 | 1 | -5 | -2 | 2 | 8 | -3 | -11 | 2
COc1ccc(-c2ccc(-c3noc(-c4ccccc4F)n3)c(OC)n2)cc1 | -18 | -7 | x | x | x | 1 | 4 | 3

Later entries:
SMILES | Gli-Sufu antag | CCR6 antag | APJ antag | APJ agonist | UBC13 polyUb | CXCR6 block | EBI2 block | ATG4B inhibitor
NC(=O)CN(N=Nc1cccc([N+](=O)[O-])c1)c1cccc([N+](=O)[O-])c1 | 23 | 13 | 9 | -4 | 2 | -4 | 0 | 1
CCN(C(=O)/C=C/c1ccc(OC)cc1)C1CCCCC1 | -15 | 16 | 15 | -3 | 8 | 4 | 12 | -4
CCc1c(C)nc(SCC(=O)N2CC(C)OC(C)C2)[nH]c1=O (centres undefined) | 5 | 8 | 0 | 3 | -6 | 0 | 1 | -4
CCOC1(OCC)N=C(N)C2(C#N)C(c3cccc(C)c3)C12C#N (centres undefined) | 28 | -7 | 5 | -3 | 6 | -24 | -5 | 1
CCOC(=O)c1c(C)nn(-c2ccc(NC(=O)c3c(C)noc3C)cc2)c1C | 22 | -5 | 2 | 1 | 7 | -4 | -16 | -1
CC1(c2ccccc2Br)NC(=O)N(CC(=O)Nc2ccc(S(N)(=O)=O)cc2)C1=O (centres undefined) | 17 | -6 | 0 | 1 | 7 | 4 | -8 | -10
CC(C)NC(=O)CSc1nnc(-c2ccncc2)n1-c1ccccc1 | -10 | 4 | -2 | 4 | -11 | -5 | 0 | 2
CCC(=O)Nc1cc(C)c(NC(=O)C23CC4CC(CC(C4)C2)C3)cn1 | -2 | 4 | 4 | 4 | -9 | -9 | -12 | -16

Given with values under each structure: 6 of the compounds above.
Results follow in this order: Gli-Sufu antag	CCR6 antag	APJ antag	APJ agonist	UBC13 polyUb	CXCR6 block	EBI2 block	ATG4B inhibitor
CCN(C(=O)/C=C/c1ccc(OC)cc1)C1CCCCC1
  -15	16	15	-3	8	4	12	-4
CCc1c(C)nc(SCC(=O)N2CC(C)OC(C)C2)[nH]c1=O (centres undefined)
  5	8	0	3	-6	0	1	-4
CCOC1(OCC)N=C(N)C2(C#N)C(c3cccc(C)c3)C12C#N (centres undefined)
  28	-7	5	-3	6	-24	-5	1
CCOC(=O)c1c(C)nn(-c2ccc(NC(=O)c3c(C)noc3C)cc2)c1C
  22	-5	2	1	7	-4	-16	-1
CC1(c2ccccc2Br)NC(=O)N(CC(=O)Nc2ccc(S(N)(=O)=O)cc2)C1=O (centres undefined)
  17	-6	0	1	7	4	-8	-10
CC(C)NC(=O)CSc1nnc(-c2ccncc2)n1-c1ccccc1
  -10	4	-2	4	-11	-5	0	2

Compound activity deposited in PubChem BioAssay by Sanford-Burnham Center for Chemical Genomics.
